GPR151 activ = activators of human GPR151, primary screen, cell-based, PathHunter beta-arrestin, luminescence; G-protein coupled receptor 151 (Homo sapiens), Q8TDV0; PathHunter beta-arrestin GPR151 cells; activation, % at 11.2 µM; 650,000 tested, 1% active; in the data active = activation above about 4.9%;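 note: 0% = median of compound wells and 100% = cells with positive control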
Target sequence (Q8TDV0 whole entry, looked up): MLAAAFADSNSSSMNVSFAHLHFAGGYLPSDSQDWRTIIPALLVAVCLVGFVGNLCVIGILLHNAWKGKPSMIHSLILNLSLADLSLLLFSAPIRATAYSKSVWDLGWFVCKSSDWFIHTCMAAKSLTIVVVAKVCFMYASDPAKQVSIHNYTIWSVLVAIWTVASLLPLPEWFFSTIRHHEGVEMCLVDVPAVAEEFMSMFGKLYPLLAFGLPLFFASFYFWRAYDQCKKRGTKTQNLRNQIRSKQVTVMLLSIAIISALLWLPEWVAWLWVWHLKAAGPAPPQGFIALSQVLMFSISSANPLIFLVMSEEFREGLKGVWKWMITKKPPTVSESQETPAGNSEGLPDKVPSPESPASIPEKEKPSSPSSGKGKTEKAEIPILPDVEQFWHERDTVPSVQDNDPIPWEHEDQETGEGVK
MITF inh = MITF inhibitors, primary screen, biochemical, AlphaScreen, human. inhibition, % at 2.6 µM. AlphaScreen MITF homodimerization, bead proximity signal. 650,000 tested, 0.91% active. AID 1259374, 2018; in the data active = inhibition above about 50%;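 note: 0% = vehicle wells with protein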
TEAD-YAP block = TEAD-YAP interaction inhibition, primary screen, TEAD-YAP interaction inhibitor project, luminescence, HEK-TIYL cells | inhibition, % at 9.12 µM | TEAD-Gal4/YAP UAS-luciferase luminescence | 640,000 tested, 1.4% active; in the data active = inhibition above about 32%;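 note: 0% = median of test compound wells and 100% = reference inhibitor wells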
FBW7 activator = FBW7 E3 ligase activators, primary screen, biochemical, AlphaScreen, human; 650,000 tested, 0.13% active; AlphaScreen FBW7–phospho-cyclin E peptide binding, activator screen; normalized activity (activation), % at 26.1 µM; F-box/WD repeat-containing protein 7 (Homo sapiens), Q969H0; AID 1259310, 2017; in the data active = normalized activity above about 1.9%;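 note: purified mutant Fbw7 with reduced substrate affinity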
Target sequence (Q969H0 whole entry, looked up): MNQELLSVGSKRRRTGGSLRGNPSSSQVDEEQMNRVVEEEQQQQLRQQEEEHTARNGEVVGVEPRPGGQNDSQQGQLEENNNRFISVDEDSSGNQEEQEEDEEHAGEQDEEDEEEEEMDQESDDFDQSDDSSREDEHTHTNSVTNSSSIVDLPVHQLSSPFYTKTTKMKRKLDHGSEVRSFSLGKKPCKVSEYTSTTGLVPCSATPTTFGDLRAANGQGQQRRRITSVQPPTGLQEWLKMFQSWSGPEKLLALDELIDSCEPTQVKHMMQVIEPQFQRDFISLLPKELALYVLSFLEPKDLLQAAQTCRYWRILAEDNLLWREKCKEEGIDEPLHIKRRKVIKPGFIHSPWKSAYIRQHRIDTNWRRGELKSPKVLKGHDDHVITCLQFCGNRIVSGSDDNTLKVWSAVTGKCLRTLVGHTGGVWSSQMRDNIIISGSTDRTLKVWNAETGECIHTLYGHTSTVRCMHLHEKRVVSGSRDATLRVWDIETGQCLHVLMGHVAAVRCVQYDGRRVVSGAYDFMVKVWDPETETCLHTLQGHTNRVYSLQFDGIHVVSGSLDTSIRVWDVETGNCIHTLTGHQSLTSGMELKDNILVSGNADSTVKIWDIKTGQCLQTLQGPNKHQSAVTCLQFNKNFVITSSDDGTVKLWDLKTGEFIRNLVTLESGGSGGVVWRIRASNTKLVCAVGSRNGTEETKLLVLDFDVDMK
* hit, by the source's call; / = not tested or not shown; & = joins results of further samples.

SMILES	GPR151 activ	MITF inh	TEAD-YAP block	FBW7 activator
CC(O)CNc1nc2ccccc2n1CC(=O)N(Cc1ccccc1)C(C)C (stereo unspecified)	-1.6	-4	-5	0.1
O=S(=O)(NC12CC3CC(CC(C3)C1)C2)c1ccc(Cl)s1	-0.8	8	5	0.2
O=C(CC12CC3CC(CC(C3)C1)C2)NCCNc1ccccc1[N+](=O)[O-]	0.6	3	-16	-0.2
COc1ccc(C2=NN(CN3C(=O)C(=O)c4cc(Br)ccc43)C(c3ccc(Br)cc3)C2)cc1 (stereo unspecified)	-1.0	7	3	0.0
CCC(C(=O)O)N1C(=O)c2ccccc2C1=O (stereo unspecified)	1.6	-2	0	0.0
CCCCC/C=C\C/C=C\CCCCCCCCCC(=O)O	0.9	-9	/	/
Cc1nc(-c2ccc(NC(=O)C3CCCCC3)cc2)cs1	0.1	-18	-60	0.2
Cc1cccc(NC(=O)c2c(NC(=O)c3ccccc3Cl)sc3c2CCCCC3)c1	0.5	-22	-13	0.0
COc1cc(NC(=O)c2ccc3nc(N4CCC(N5CCOCC5)CC4)sc3c2)cc(OC)c1OC	-1.0	-6	-18	-0.1
Cc1cc(C(=O)N(C)Cc2ccccc2)ccc1[N+](=O)[O-]	2.7	-3	-7	0.2
O=C(COC(=O)COc1ccc(Cl)cc1)Nc1ccc(I)cc1	-0.1	-10	-4	-0.2
O=C(c1cccs1)N1CCN(S(=O)(=O)c2ccc(F)cc2)CC1	1.1	-23	6	0.3

In the list so far, these contain a nitro group on carbon:
SMILES	GPR151 activ	MITF inh	TEAD-YAP block	FBW7 activator
O=C(CC12CC3CC(CC(C3)C1)C2)NCCNc1ccccc1[N+](=O)[O-]	0.6	3	-16	-0.2
Cc1cc(C(=O)N(C)Cc2ccccc2)ccc1[N+](=O)[O-]	2.7	-3	-7	0.2

The list goes on.
SMILES	GPR151 activ	MITF inh	TEAD-YAP block	FBW7 activator
COc1ccc(CNC(=O)CCCn2nc(C)c([N+](=O)[O-])c2C)cc1	0.1	0	1	-0.1
CCC1C(=O)N=C(SCC(=O)Nc2ncccn2)NC1=O (stereo unspecified)	-0.1	-3	-10	0.0
COC(=O)c1ccc(-n2c(C)cc(/C=C(\C#N)C(=O)N3CCOCC3)c2C)cc1	-0.4	13	1	-0.2
O=Cc1ccc(-c2ccc(Cl)c(C(=O)O)c2)o1	3.5	21	7	0.0
CCCc1cc(=O)[nH]c(SCc2nc3ccc([N+](=O)[O-])cc3[nH]2)n1	0.7&-0.1	32&18	-11&16	0.3&0.2
Cc1cc(=O)nc2c3ccccc3n(C(C)C(=O)O)n12 (stereo unspecified)	3.6	-5	-7	0.0
Cc1ccc(C(C(=O)Nc2ccc3c(c2)OCO3)N(C)C(=O)Cc2c[nH]c3ccccc23)cc1 (stereo unspecified)	-0.9	3	-7	-0.1
CCOC(=O)c1sc(NC(=O)CSc2nnc(CNC(=O)c3cccc(OC)c3)n2CCc2ccccc2)c(C(=O)OCC)c1C	1.8	14	5	0.3
CN1C(=O)NC(c2ccc([N+](=O)[O-])cc2)C2=C1CC(C)(C)CC2=O (stereo unspecified)	-1.4	17	7	0.8
CC1=C(C(=O)OCCOc2ccccc2)C(c2ccc(Cl)cc2)C2=C(CC(c3ccc(Cl)cc3)CC2=O)N1 (stereo unspecified)	-0.7	-9	11	0.1
CC(=O)c1ccc(NC(=O)CNC2CCN(Cc3ccccc3)CC2)cc1	0.6	36	12	-0.1
COc1ccc(N2CCN(S(=O)(=O)c3ccc(Cl)cc3)CC2)c([N+](=O)[O-])c1	-0.8	12	6	-0.1

SMILES	GPR151 activ	MITF inh	TEAD-YAP block	FBW7 activator
Cc1cccc(NC(=O)CSc2nc3c(c(=O)n2CCc2ccccc2)SCC3)c1	-0.8	11	9	-0.1
COc1cccc(CNC(=O)Cn2nc([N+](=O)[O-])c(Br)c2C)c1	0.3	-8	3	0.0
O=C(CSc1nc2ccc([N+](=O)[O-])cc2s1)NCC(F)(F)F	-1.0	-11	3	-0.1
COc1cccc(-c2noc(CCC(=O)N(C)C)n2)c1	-1.1	-13	-22	-0.2
Cc1cc(NC(=O)CSc2nc3ccccc3c(=O)n2CCCC(=O)NCc2cccc(Cl)c2)no1	0.4	9	2	0.3
O=C(NC(=S)N1CCCCC1CO)c1ccccc1Br (stereo unspecified)	1.4	12	-6	-0.1
O=C(CN1CCOC1=O)NCc1nc(NC2CCCC2)c2cc(Cl)ccc2n1	-0.5	6	15	0.1
O=C(COC(=O)c1ccccc1OC(F)F)c1ccc[nH]1	-1.1	-7	-1	-0.1
O=C(Cc1ccc(Cl)cc1)Nc1ccc(-c2nc3ncccc3o2)cc1	0.5	-5	-2	0.0
COc1cc(/C=C2\C(=O)N(c3ccccc3)N=C2C)ccc1O	-0.6	15	4	-0.2
N#CC1=C(N)C(C#N)(C#N)[C@@H](c2cccs2)[C@@H]2CC(c3ccccc3)CC=C12 (stereo partly specified)	1.9	6	-6	-0.1
COC(=O)c1cc2c(s1)CN(Cc1ccc(Cl)cc1)C2	-0.3	7	-2	0.5

SMILES	GPR151 activ	MITF inh	TEAD-YAP block	FBW7 activator
CC(C)(C)N(Cc1ccccc1)C(=O)COC(=O)c1ccc(N2CCCC2=O)cc1	-1.3	2	-5	0.0
CC1=CCC(C(C)(C)OC(=O)c2ccc([N+](=O)[O-])cc2)CC1 (stereo unspecified)	-0.5	-3	-8	0.0
CCOc1ccccc1CN1CCN(Cc2cccc(C(C)=O)c2)CC1CCO (stereo unspecified)	0.2	-10	-10	-0.1
O=C(N/N=C/c1ccccc1[N+](=O)[O-])c1ccccc1[N+](=O)[O-]	-1.1	-4	-46	-0.1
COc1ccc(C(=O)COC(=O)CCSc2ccccc2)c(OC)c1	-1.1	-14	-9	0.7
COc1ccccc1OCC(=O)NC(C)C(=O)O (stereo unspecified)	-0.2	1	7	0.5
N=C1/C(=C/c2ccc(OCc3ccc4c(c3)OCO4)cc2)C(=O)N=C2SC=CN12	-6.7	2	-15	0.0
COc1cc(CNCCO)ccc1OCc1ccccc1Cl	-0.3	7	-17	0.0
Clc1ccc(CSc2ncnc3sc4c(c23)CCCC4)cc1Cl	-1.2	-5	-9	-0.1
NNC(=O)CSCc1ccc(Cl)cc1Cl	-0.8	18	2	0.4
CC(CC(F)(F)F)N1CCC(n2nccc2NC(=O)Cc2ccccc2)CC1 (stereo unspecified)	-0.6	2	-3	-0.1
O=C(O)CCCN1C(=O)/C(=C/c2cc([N+](=O)[O-])ccc2O)SC1=S	-2.1	23	0	0.2

An excerpt from above in order of count of non-hydrogen atoms, lowest first:
SMILES	GPR151 activ	MITF inh	TEAD-YAP block	FBW7 activator
NNC(=O)CSCc1ccc(Cl)cc1Cl	-0.8	18	2	0.4
COc1ccccc1OCC(=O)NC(C)C(=O)O (stereo unspecified)	-0.2	1	7	0.5
O=C(O)CCCN1C(=O)/C(=C/c2cc([N+](=O)[O-])ccc2O)SC1=S	-2.1	23	0	0.2

(more compounds)
SMILES	GPR151 activ	MITF inh	TEAD-YAP block	FBW7 activator
COc1ccccc1N(CC(=O)NCc1ccco1)S(=O)(=O)c1ccc(C)cc1	0.1	33	-5	0.2
COc1ccc(-c2nc3cnccn3c2NCC2CCCO2)cc1O (stereo unspecified)	0.7	-7	-13	0.0
COc1ccc(C(=O)CSc2nc(O)cc(=O)[nH]2)cc1OC	2.0	6	-9	-0.6
CC(=O)C1=C(O)C(=O)N(CCNCCO)C1c1ccc(N(C)C)cc1 (stereo unspecified)	0.8	13	5	0.0
C[C@@H]1CN2[C@@H](CC[C@@H](C)[C@@H]2c2ccc(Br)cc2)C(=O)O1	-1.0	14	/	0.1
CCC(C(=O)N(CC)CC)n1c(C(=O)OC)cc2ccsc21 (stereo unspecified)	1.7	3	-1	0.0
NC(=O)c1ccc(NC(=O)CSc2nnc(-c3ccccc3F)n2C2CCCC2)cc1	-0.7	7	4	0.0
Cc1cc(Oc2ccccc2)nc(-c2ccccc2O)n1	1.9	4	-3	-0.1
O=C(CSc1nnc(NC(=O)C2CCC2)s1)Nc1ccc2c(c1)OCCO2	-2.3	12	16	0.7
CC(C)n1c(-c2ccc(C(=O)NC3CC3)cc2)nc2c(NC3CC3)ncnc21	-1.8	2	-10	0.0
COc1ccc(/C=C/C(=O)c2ccc[nH]2)cc1OC	5.8*	17	-45	0.4
Cc1nc2ncnn2c(C)c1CCC(=O)N1CCN(c2ccccc2)CC1	0.0	3	5	0.0

SMILES	GPR151 activ	MITF inh	TEAD-YAP block	FBW7 activator
CN(C)C=Nc1ccc(OC(F)F)c(Cl)c1	0.4	2	0	0.0
O=C1C=C/C(=N\S(=O)(=O)c2cc(Cl)ccc2Cl)C=C1Cl	-0.5	4	-7	-0.1
N#Cc1cc([N+](=O)[O-])ccc1NC(=O)COC(=O)Cc1cccc(C(F)(F)F)c1	0.1	14	10	-0.1
COc1ccccc1OCCOc1ccc(C)cc1[N+](=O)[O-]	-0.5	8	-58	-0.2
COc1cc(NC(=O)c2cccc([N+](=O)[O-])c2C)c(OC)cc1Cl	0.9	3	2	-0.1
Cc1c(NC(=O)c2cccnc2)cccc1[N+](=O)[O-]	0.0	1	4	0.1
O=C(COC(=O)CC1CCCC1)Nc1cccc(F)c1	0.0	5	2	0.1
COc1cccc(C(=O)N2CCC(C(N)=O)CC2)c1	-0.4	9	2	0.2
CC(=O)c1cccc(NS(=O)(=O)c2cc3c(cc2C)n(C)c(=O)c(=O)n3C)c1	0.3	6	-2	0.0
CN(C)c1nc(OCCNC(=O)COc2ccc(Cl)cc2Cl)nc(N(C)C#N)n1	1.7	-3	4	-0.1
COc1cc(/C=N/n2cn[nH]c2=S)ccc1OCc1ccccc1	-1.7	10	-47	-0.1
Cc1ccc(-n2ncc3c(SCCC4OCCO4)ncnc32)c(C)c1	-0.1	0	-39	-0.2

SMILES	GPR151 activ	MITF inh	TEAD-YAP block	FBW7 activator
NC(=O)c1cc(N2C(=O)c3ccccc3C2=O)ccc1Cl	-0.3	-2	0	0.0
CN1C(=O)C2(C(C#N)=C(N)Oc3c2c(=O)oc2ccccc32)c2ccccc21 (stereo unspecified)	0.7	-11	2	-0.2
COc1ccc(N2C(=O)NC(NC(=O)c3cccs3)(C(F)(F)F)C2=O)cc1 (stereo unspecified)	-1.3	-11	8	0.1
CN(Cc1ccccc1)C(=O)c1cc2n(n1)C(C(F)(F)F)CC(c1ccc(Cl)cc1)N2 (stereo unspecified)	0.0	3	3	0.1
COc1cc(-c2ccc3c(-c4cccc(O)c4)[nH]nc3n2)ccc1O	-0.7	7	18	0.1
O=c1nc2n(c3ncccc13)CCCCC2	0.8	14	2	0.2
COc1cc(/C=N/NC(=O)c2cc(C)[nH]n2)cc(Br)c1O	-0.4	-4	-8	0.1
COc1cc(Cl)c(C)cc1NC(=O)c1cnc(N2CCN(c3ncccn3)CC2)c2ccccc12	-0.3	-9	-2	0.1
Nc1nc(SCC(=O)Nc2cc(F)ccc2[N+](=O)[O-])n[nH]1	1.7	-7	-9	-0.1
CCCCC[C@H](O)/C=C/[C@@H]1[C@@H](CCCCCCC(=O)O)[C@H](O)C[C@H]1O	0.0	1	/	/
CCOc1cc(/C=N/NC(=O)c2cccc(Br)c2)ccc1O	-0.1	-22	-4	0.0
COc1ccc(N2CCN(C(=O)C3(C)CC3(Cl)Cl)CC2)cc1 (stereo unspecified)	0.2	-2	-9	0.0

SMILES	GPR151 activ	MITF inh	TEAD-YAP block	FBW7 activator
CCCOCCOC(=O)C1=C(C)NC2=C(C(=O)CC(C)(C)C2)C1c1ccc(Cl)c(Cl)c1 (stereo unspecified)	0.0	0	9	0.4
N=C1SCC(=O)N1c1ccc(Cl)cc1	-0.7	4	19	1.3
CC(CC#CCN1CCOCC1)OCCC#N (stereo unspecified)	-0.8	24	7	0.8
Cc1ccnc(SCC(=O)c2ccc(F)cc2)n1	0.1	14	-23	0.0
C/C=C(\C)CN1CCN(c2ccccc2F)CC1	1.0	38	9	-0.2
Cc1cc(C)c(-c2csc(NC(=O)c3ccc(N4C(=O)CCC4=O)cc3)n2)c(C)c1	0.7	-9	-8	0.4
CCOc1cc(C=O)ccc1OCc1c(C)no[n+]1[O-]	-1.1	10	4	0.1
Cc1noc(C)c1S(=O)(=O)N1CCCC(C(=O)Nc2ccc(Cl)cc2F)C1 (stereo unspecified)	0.8	2	-3	0.3
O=C(Nc1nnc(-c2ccc3c(c2)OCCO3)o1)c1cc(Cl)ccc1Cl	-1.7	0	-5	-0.2
O=C(COc1ccccc1Cl)NNC(=O)c1ccc(O)cc1O	0.1	0	6	-0.3
CC12CCC(C(=O)NCC(F)(F)F)(OC1=O)C2(C)C (stereo unspecified)	0.3	-2	4	-0.1
CCOc1ccccc1-n1c(SCC(=O)Nc2nccs2)nnc1-c1ccoc1C	1.2	5	2	-0.1
O=[N+]([O-])c1cccc(P(=O)(c2cccc([N+](=O)[O-])c2)N2CCOCC2)c1	0.4	51*	-4	-0.1

In a second layout: 3 of the compounds above
> O=C(Cc1ccc(Cl)cc1)Nc1ccc(-c2nc3ncccc3o2)cc1
  GPR151 activ: 0.5	MITF inh: -5	TEAD-YAP block: -2	FBW7 activator: 0.0

> Cc1cc(NC(=O)CSc2nc3ccccc3c(=O)n2CCCC(=O)NCc2cccc(Cl)c2)no1
  GPR151 activ: 0.4	MITF inh: 9	TEAD-YAP block: 2	FBW7 activator: 0.3

> CCC1C(=O)N=C(SCC(=O)Nc2ncccn2)NC1=O (stereo unspecified)
  GPR151 activ: -0.1	MITF inh: -3	TEAD-YAP block: -10	FBW7 activator: 0.0
